# aSyn 5UTR inh: 5' untranslated region of α-synuclein, MLPCN primary screen. alpha-synuclein 5'UTR reporter, inhibitor activity. inhibition, % (tested at 7.5 µM). 300,000 tested, 0.82% active; in the data active = inhibition above about 60%;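 also: H4 neuroglioblastoma cells stably carrying SNCA 5'UTR luciferase fusion; 0% = DMSO wells and 100% = positive control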
# IEC-6 cytotox: IEC-6 cytotoxicity, counter-screen for KLF5 inhibitors; AID 1825; inhibition, % at 5 µM; 290,000 tested, 0.78% active; luminescence viability; in the data active = inhibition above about 22%;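 also: 0% = plate median of test compound wells and 100% = cytotoxic reference compound wells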
# HSP90 inh: inhibitors of HSP90 luciferase refolding in rabbit reticulocyte lysate. inhibition, % at 5.6 µM. 290,000 tested, 0.91% active. AID 1789. luciferase refolding luminescence, 3 h;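 active = inhibition above the screen-wide mean plus 3 SD, computed separately per campaign, cut at about 16% in these data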;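 also: 0% = DMSO wells and 100% = 60 µM geldanamycin wells; inhibitors lower the luminescence because luciferase stays unfolded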
# KLF5 inh: inhibitors of KLF5 expression; DLD-1 KLF5 promoter-luciferase reporter, luminescence; inhibition, % at 5 µM; 290,000 tested, 0.23% active; AID 1700;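 active = inhibition above a per-plate limit of that plate's mean compound inhibition plus 3 SD, cut at about 60% in these data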;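 also: 0% = DMSO wells and 100% = LY294002 at 200 µM; higher means less KLF5 promoter-driven luciferase light; inactives centre near -14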
# AI-2 QS mod: Vibrio harveyi AI-2 quorum sensing modulation. Vibrio harveyi JMH597 AI-2 luminescence/OD600 ratio, 9 h; active compounds read low; strain lacks LuxN and CqsS sensors; 0 = neutral-control median. activity change, % at 7.5 µM. 300,000 tested, 0.4% active. AID 2094; in the data active = activity change below about -75%, passing the limit was not always enough;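 also: luminescence divided by OD600 gain over 9 h not by final OD600 alone; inactives centre near 13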
# HSF1 inh: HSF1 inhibition | NIH3T3-HGL HSE-luciferase, MG132-induced, luminescence 8 h; active compounds read low | activity change, negative = inhibition, % at 7.5 µM (by protocol) | 300,000 tested, 0.77% active | AID 2098;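 active = more than half of replicate wells show activity change below -50%, luminescence cut by over half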;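 also: luciferase reports HSF-1 transcriptional activity via heat shock element; 0% = median of DMSO wells and -100% = zero luminescence signal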
# SKKanGAS inh: blocks kanamycin growth of S. pyogenes SKKanGAS strain; BacTiter-Glo, 6 h; 300,000 tested, 1.3% active; AID 1662; inhibition, % at 7.5 µM;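 active = mean replicate score, as percent of positive control median, at least 50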;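 also: strain carries kanamycin resistance gene driven by streptokinase promoter and grows in 40 µg/ml kanamycin; loss of luminescence reflects streptokinase promoter inhibition or plain growth inhibition; 0% = median of DMSO wells and 100% = positive control at its reference dose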
# HIF act: HIF pathway transcriptional activation; U2OS HRE-luciferase reporter, luminescence; normalized: DMSO 0%, desferrioxamine 100%; activation, % at 7.5 µM (by protocol); 300,000 tested, 0.32% active;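 active = mean activation of at least 10% of the iron chelator positive control signal, with at least half of replicates also reaching 10%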
# HSF1 activator: increases HSF-1 driven luciferase reporter signal. NIH3T3-HGL HSF-1 luciferase reporter, MG132, 8 h; 100% = twice DMSO control signal. activation, % at 9 µM. 300,000 tested, 1.7% active. AID 504408;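 active = mean replicate activation of at least 50% with a set share of replicates each reaching 50%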;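 also: 0% = median of the neutral control wells and 100% = twice that signal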
# Platelet DG rel: platelet dense granule release activity; 300,000 tested, 0.22% active; human platelet-rich plasma, SFLLRN dense granule ATP release, luminescence; AID 1663; inhibition, %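 (compounds screened at 7.5 µM in platelet-rich plasma)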;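 active = mean replicate score, as percent of positive control, at or above 50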
# The depositor's hits bear a star; . = not tested or not shown.
No.	smiles	HSF1 inh	HIF act	KLF5 inh	IEC-6 cytotox	aSyn 5UTR inh
1	O=C(NC1CC(=O)N(c2ccccc2)C1)C1CC1 (configuration not stated)	0	-0.2	.	.	6
2	Cc1nnc(SCC(=O)Nc2ccc(O)cc2)c2ccccc12	8	-0.3	-15	-1	2
3	CC(=O)Nc1ccccc1-c1nc2ccc(C(=O)N3CCN(c4cccc(C)c4)C(C)C3)cc2[nH]c1=O (configuration not stated)	-2	1.2	-5	8	-6
4	Cc1ccc(-n2c(N)cc(=O)nc2SCC(=O)NC2CCCCC2)cc1C	11	-0.2	3	0	-9
5	COC(=O)C1CC(=O)N(Cc2ccccc2)C1 (configuration not stated)	-9	-0.4	2	0	21
6	CC(C)Nc1ccc(-n2nc3ccccc3[n+]2[O-])cc1	11	-1.9	-49	-9	33
7	Cc1ccc(C)c(NC(=O)CSc2nnc(-c3cc(C)[nH]n3)n2N)c1	2	0.0	-18	-11	12
8	c1ccc(Oc2c3ccccc3nc3ccccc23)cc1	-13	-0.2	-29	0	-28
9	COC(=O)c1c(NC(=O)C2CC2)sc(C(=O)Nc2ccccc2)c1C	7	0.8	-128	3	-41
10	CCOc1ccc(CC(=O)Nc2nccs2)cc1OCC	-2	-1.1	-1	7	10
11	O=C(O)C1OC(Oc2cc3oc(-c4ccccc4)cc(=O)c3c(O)c2O)C(O)C(O)C1O (configuration not stated)	0	3.9	-39	-21	-43
12	Cc1nc(SCC(=O)O)n[nH]1	-7	0.0	-20	5	4

No.	SKKanGAS inh	Platelet DG rel	HSP90 inh	HSF1 activator	AI-2 QS mod
1	-7	-1	.	5	32
2	-6	-4	-3	14	34
3	3	12	5	12	13
4	31	5	2	11	9
5	-6	6	3	3	13
6	-11	2	20*	35	7
7	2	-3	3	36	25
8	-4	-10	1	.	26
9	0	-43	0	11	6
10	1	10	6	4	8
11	1	0	.	-16	-17
12	-9	0	3	-12	8

# (next part)
No.	smiles	HSF1 inh	HIF act	KLF5 inh	IEC-6 cytotox	aSyn 5UTR inh
13	C[n+]1ccc(C(=O)Nc2ccccc2Cl)cc1	0	-0.2	-21	-2	0
14	CCc1cccc2c1NC(=O)C21OCCO1	-7	-13	-49	-6	18
15	CC(=O)Nc1ccc(NC(=O)CSc2nnc3ccc(-c4cccnc4)nn23)cc1	-2	-1.5	.	.	6
16	c1ccc(OCCN2CCOCC2)cc1	3	-1.0	-26	2	5
17	Cn1nc(-c2ccccc2)c(C#N)c1Sc1cccc(Cl)c1	-4	-0.7	-1	4	-5
18	CCOc1ccc(NC(=O)CN(C)C(=O)c2cc([N+](=O)[O-])ccc2N2CCCCC2)cc1OCC	-4	0.2	.	.	2
19	CCn1c2ccccc2c2cc([N+](=O)[O-])ccc21	2	-0.2	-11	-6	9
20	COC(=O)C1=C(C)N(C)C(=O)NC1c1cccc2ccccc12 (configuration not stated)	-1	-0.9	-3	1	3
21	O=C(NCCCn1ccnc1)c1ccc(Br)c(S(=O)(=O)N2CCOCC2)c1	-6	0.3	7	4	-13
22	COC(=O)c1ccc(N2CCN(C)CC2)c(NC(=O)COc2ccccc2)c1	3	-18	-17	-4	11
23	N#CC1=C(N)OC2=C(C(=O)CC(c3ccccc3)C2)C1c1ccc2c(c1)OCO2 (configuration not stated)	2	-2.2	2	-5	5
24	CCC(C)(C)NC(=O)C(c1cccc(OC)c1OC)N(C(=O)CCC(=O)Nc1cc(C)on1)C(C)C (configuration not stated)	0	-0.1	-10	7	-16

No.	SKKanGAS inh	Platelet DG rel	HSP90 inh	HSF1 activator	AI-2 QS mod
13	5	-2	4	1	0
14	-1	-1	-2	-8	12
15	3	1	.	7	23
16	-1	-2	-2	8	3
17	-15	-14	3	-18	14
18	-9	-16	.	1	29
19	-13	-3	0	-15	0
20	-3	-3	1	-8	8
21	-3	-2	-3	-13	11
22	10	-13	2	-1	-4
23	2	2	-1	17	8
24	17	0	9	35	21

# Carrying on:
No.	smiles	HSF1 inh	HIF act	KLF5 inh	IEC-6 cytotox	aSyn 5UTR inh
25	O=C(O)CCNc1ccc2c(c1)OCCO2	-25	-0.1	3	-8	13
26	CCC(C)NC(=O)CNC(=O)c1nn(-c2ccc(OC)c(Cl)c2)c(=O)c2ccccc12 (configuration not stated)	3	-0.1	-25	1	23
27	Cc1ccc(N2C(=O)CSC2=S)cc1C	8	-0.8	19	-2	-1
28	COc1ccc(NC(=O)c2sc3nc(N4CCCC4)c4c(c3c2N)CC(C)(C)OC4)cc1	2	0.0	14	0	34
29	C=CCN(CC=C)Cc1c(C)[nH]c2ccc(C(=O)OCC)cc2c1=O	1	0.1	1	0	0
30	CC(=O)N1CCc2cc(Br)cc(S(=O)(=O)NCC3CCCO3)c21 (configuration not stated)	-28	-4.3	-5	8	20
31	Cc1cc(NC(=O)c2ccc3c(c2)OCO3)no1	6	1.0	-106	4	-60
32	CCOC(=O)c1cc(-c2ccccc2)sc1NC(=O)COC(=O)c1ccc(Cl)c(S(N)(=O)=O)c1	-4	-0.5	13	1	34
33	CC(C)(C)CC(=O)Nc1nnc(CCc2ccccc2)s1	-20	0.8	-95	-1	-113
34	O=C(NCCS(=O)c1ccc(Cl)cc1)c1cccc(Cl)c1 (configuration not stated)	7	-0.4	-17	4	10
35	COc1ccc(C2N=C(c3ccccc3)C(C)(C)N2O)cc1OC (configuration not stated)	3	-0.1	-16	3	14
36	Cc1nc(N)nc(Nc2ccc(C#N)cc2)c1Br	1	-0.2	-54	1	20

No.	SKKanGAS inh	Platelet DG rel	HSP90 inh	HSF1 activator	AI-2 QS mod
25	-2	0	1	-26	21
26	2	8	-2	-1	33
27	5	0	5	4	11
28	10	17	1	7	11
29	2	1	1	12	14
30	-3	4	3	-40	14
31	1	0	6	13	22
32	2	-5	-2	3	13
33	2	-3	-6	-38	6
34	2	9	1	12	9
35	1	-1	5	11	5
36	22	-2	-3	-4	-3

# The list continues:
No.	smiles	HSF1 inh	HIF act	KLF5 inh	IEC-6 cytotox	aSyn 5UTR inh
37	COc1ccccc1N(C(=O)c1ccco1)C(C(=O)NC1CCCC1)c1cccs1 (configuration not stated)	5	0.0	-9	-1	-16
38	C(=N\n1cnnc1)/c1cccc(OCCOc2ccccc2)c1	5	0.6	-135	-1	-65
39	Cc1ccc(C(=O)Nc2ccccc2)cc1S(=O)(=O)Nc1ccc(Cl)cn1	1	0.4	-31	0	-6
40	COc1ccc(CC(=O)OCn2nnc3ccccc3c2=O)cc1OC	1	-0.4	-23	-5	-1
41	O=C(/C=C/c1ccc2c(c1)OCO2)c1cccnc1	2	-1.6	-5	-11	12
42	Cc1ccccc1Sc1ccc([N+](=O)[O-])cn1	-5	0.0	.	.	8
43	Cn1cc(C(=O)Nc2ccc(F)c(Cl)c2)cn1	2	2.0	-24	4	-48
44	Cc1nc2ccccc2c(=O)n1/N=C/c1ccccc1Cl	8	1.5	-71	-3	-91
45	CN(CC(=O)Nc1ncn[nH]1)S(=O)(=O)c1ccc(Br)cc1	-5	-0.4	-26	-2	-3
46	Cc1ccc2nc(-c3ccc(NC(=O)CN(C)S(=O)(=O)c4ccccc4)cc3)sc2c1	19	0.4	-86	-2	-67
47	CN(Cc1ccccc1)C(=O)COC(=O)c1cc(S(=O)(=O)N(C)C)ccc1N1CCCC1	4	0.9	.	.	15
48	O=C(Nc1ccccc1Cl)c1c(F)c(F)c(F)c(F)c1F	-1	-0.9	-6	14	-22

No.	SKKanGAS inh	Platelet DG rel	HSP90 inh	HSF1 activator	AI-2 QS mod
37	-8	-7	2	13	1
38	-7	-7	3	5	3
39	-1	-5	-1	14	20
40	3	-1	0	4	12
41	3	2	1	5	5
42	6	13	.	-10	13
43	2	13	1	4	16
44	-7	4	-6	8	10
45	-6	-12	12	9	-1
46	-7	0	0	19	10
47	-9	12	.	23	5
48	1	2	2	-15	3

# Remaining list, next part:
No.	smiles	HSF1 inh	HIF act	KLF5 inh	IEC-6 cytotox	aSyn 5UTR inh
49	CCOC(=O)/C(C#N)=C1/SC(CC)C(=O)N1c1ccc(C)cc1 (configuration not stated)	15	0.2	-22	-8	2
50	COc1ccc(CNc2nc3nc(C)cc(C)n3n2)cc1OC	-5	0.0	-2	6	-9
51	O=C(Nc1ccccc1)/C(=C/c1cccnc1)NC(=O)c1ccco1	7	0.1	-12	8	2
52	COC(=O)C1CCN(C(=O)Cn2nnc(-c3cccc(F)c3)n2)CC1	-12	-2.9	1	1	-2
53	CC1(C)Oc2ccc3ccc(=O)oc3c2/C(=C/NCCO)C1=O	-3	0.0	11	-5	22
54	CC(=O)N1CCc2cc(S(=O)(=O)CCC(=O)N3CCC(C)CC3)ccc21	-21	0.2	-26	-2	13
55	O/N=C(/CCc1ccccc1)c1ccc2c(c1)OCCO2	22	4.4	-144	-2	-120
56	COc1ccc(OC)c(C2=NOC(C(=O)NCCN3CCOCC3)C2)c1 (configuration not stated)	-6	0.2	-38	2	17
57	N#CCC(=O)Nc1ccccc1C(=O)O	1	-0.1	-17	-8	31
58	CC1(C)CC(=O)C(c2c[nH]c3ccccc23)C(=O)C1	-5	-0.5	-45	8	-8
59	O=C(Nc1ccccc1)c1nnsc1S(=O)c1ccc(Cl)cc1 (configuration not stated)	208	1.9	-29	6	-103
60	ClC1(Cl)CC1CSc1ncn[nH]1 (configuration not stated)	0	0.3	-29	1	-2
61	O=C1N(Cc2ccccc2F)c2ccccc2C12OCCCO2	-1	-0.2	-18	4	13

No.	SKKanGAS inh	Platelet DG rel	HSP90 inh	HSF1 activator	AI-2 QS mod
49	6	1	1	18	16
50	-16	-7	1	1	0
51	1	-9	2	-12	19
52	5	-2	1	-25	-8
53	-5	2	2	19	11
54	0	1	-3	-40	15
55	7	9	-1	55*	9
56	-3	2	7	1	20
57	0	0	2	1	21
58	-3	1	3	6	37
59	73*	28	0	157*	-43
60	-7	-6	2	5	11
61	-4	2	3	-7	8

# Bioassay records: PubChem BioAssay, several laboratories
